# bIAP inhibitor – bovine intestinal alkaline phosphatase inhibitors, primary screen, selectivity assay for TNAP inhibitor project, biochemical, bovine IAP, CDP-star luminescence; purified bovine IAP, 30 min; inhibition, % at 20 µM; 190,000 tested, under 10 active; AID 1019, 2008;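 active = over 50% inhibition of intestinal alkaline phosphatase at 20 µM in the single-dose screen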
#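 test system = bovine IAP enzyme | medium = DEA buffer 100 mM, pH 9.8, with MgCl2 1.0 mM, ZnCl2 0.02 mM | detection = luminescence | dosing = single compound dose of 20 µM, 2% DMSO final | incubation = 30 min reaction at room temperature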
# bIAP act – bovine intestinal alkaline phosphatase activators, primary screen, biochemical, bovine IAP, CDP-star luminescence; purified bovine IAP, 30 min; stronger effect = higher value; fold of DMSO-control signal, blank-subtracted; alkaline phosphatase, intestinal [Bos taurus]; activation factor at 20 µM; 200,000 compounds, 0.17% hits;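 active = activation factor of 2 or more at 20 µM, a signal rise over negative controls twice the positive control's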
# TNAP inh hi DEA – human TNAP enzyme inhibitors, primary screen, biochemical, luminescent, high phosphate acceptor level, uHTS; inhibition, % at 20 µM; AID 1135, 2008; 200,000 compounds, 0.03% hits; Alkaline phosphatase, tissue-nonspecific isozyme (Homo sapiens), P05186; purified TNAP, CDP-star luminescence, 1 M DEA;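 active = over 50% inhibition of tissue-nonspecific alkaline phosphatase at 20 µM in the single-dose screen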;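 note: plate controls were DMSO wells for no effect and EDTA-quenched wells as full inhibition for full effect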
# Target sequence (P05186 whole entry, looked up): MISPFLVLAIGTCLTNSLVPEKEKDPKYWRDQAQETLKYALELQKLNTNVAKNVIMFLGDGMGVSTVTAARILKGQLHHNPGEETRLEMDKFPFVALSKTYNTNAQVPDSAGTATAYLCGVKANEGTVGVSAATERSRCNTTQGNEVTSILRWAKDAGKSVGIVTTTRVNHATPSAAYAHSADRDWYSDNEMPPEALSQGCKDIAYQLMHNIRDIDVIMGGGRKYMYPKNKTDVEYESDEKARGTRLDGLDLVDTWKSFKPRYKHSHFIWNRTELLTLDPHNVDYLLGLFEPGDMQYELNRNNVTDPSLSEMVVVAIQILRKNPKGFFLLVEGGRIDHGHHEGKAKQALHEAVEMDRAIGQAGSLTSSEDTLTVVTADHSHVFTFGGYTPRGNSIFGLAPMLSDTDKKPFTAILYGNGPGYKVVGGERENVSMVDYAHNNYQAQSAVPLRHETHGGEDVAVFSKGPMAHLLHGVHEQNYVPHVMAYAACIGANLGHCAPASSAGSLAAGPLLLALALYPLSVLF
# PMI act hi M6P – human PMI activators, high substrate, primary screen, biochemical, fluorescence intensity, near-saturating mannose 6-phosphate | Mannose-6-phosphate isomerase (Homo sapiens), P34949 | activation factor at 20 µM | 190,000 compounds, 0.34% hits | coupled PMI enzyme assay, resazurin fluorescence, 20 min; stronger effect = higher value; 1 = untreated enzyme, 0 = substrate-free blank;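 active = activation factor of 2 or more at 20 µM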
# Target sequence (P34949 whole entry, looked up): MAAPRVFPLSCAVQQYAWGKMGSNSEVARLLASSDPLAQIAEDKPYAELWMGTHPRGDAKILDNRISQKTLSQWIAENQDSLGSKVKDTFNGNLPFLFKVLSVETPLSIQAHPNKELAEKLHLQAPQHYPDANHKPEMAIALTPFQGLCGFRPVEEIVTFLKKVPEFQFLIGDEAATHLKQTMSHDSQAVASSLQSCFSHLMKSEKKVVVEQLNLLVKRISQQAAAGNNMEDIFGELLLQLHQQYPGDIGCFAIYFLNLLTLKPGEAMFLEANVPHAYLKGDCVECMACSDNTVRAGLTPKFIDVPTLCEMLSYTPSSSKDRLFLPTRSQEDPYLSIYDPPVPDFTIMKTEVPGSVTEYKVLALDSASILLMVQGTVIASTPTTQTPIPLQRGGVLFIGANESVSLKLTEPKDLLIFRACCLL
#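 test system = human PMI in coupled enzyme assay | medium = HEPES-buffered pH 7.4 with magnesium and detergent | also added = 1.0 mM mannose-6-phosphate substrate with 0.22 mM NADP+ | compound = 20 µM single dose | times = 20 min incubation at room temperature | measured by = resorufin fluorescence (Ex 544/Em 590 nm) from resazurin via diaphorase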
# Diaphorase act – compounds boosting diaphorase resazurin reduction – biochemical, uHTS, resorufin fluorescence, counter-screen for diaphorase-coupled primary assays, primary screen | activation factor at 20 µM | AID 1229, 2008 | 190,000 compounds, 0.005% hits | Diaphorase/resazurin coupled assay, 16 min; stronger effect = higher value; 1 = vehicle wells, 0 = NADH-free wells;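 active = diaphorase activity raised at least twofold by the compound at 20 µM; inactive = activation factor below 2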
#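 Assay system: Purified diaphorase enzyme from Clostridium kluyveri | Amount: Enzyme 0.07 U/mL final | Dosing: Compound 20 µM once, DMSO 1% | Timing: 16 min reaction at room temperature | Detection: Fluorescence, excitation 544 nm and emission 590 nm | Evaluation: Higher resorufin formation from activation or reduction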
# PMI activator – activators of human PMI, primary screen, biochemical, fluorescence intensity, near-Km mannose 6-phosphate. purified human PMI, coupled resazurin fluorescence, 20 min; stronger effect = higher value; 1 = vehicle control, 0 substrate-free wells. Mannose-6-phosphate isomerase (Homo sapiens), P34949. activation factor at 20 µM. 190,000 compounds, 0.005% hits. AID 1214, 2008;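 active = activation factor of 2 or more at 20 µM, relative to plate controls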
# TNAP inh noacc – human TNAP enzyme inhibitors, primary screen, biochemical, luminescent, no phosphate acceptor, uHTS; Alkaline phosphatase, tissue-nonspecific isozyme (Homo sapiens), P05186; purified TNAP, CDP-star luminescence, 30 min; inhibition, % at 20 µM; 200,000 compounds, 0.26% hits;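 active = tissue-nonspecific alkaline phosphatase inhibition above about 50% at 20 µM in the single-dose screen, limit read from the data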;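 note: 0% = DMSO negative control and 100% = EDTA positive control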
# TNAP act hi DEA – TNAP activators at high phosphate acceptor level, primary screen, biochemical, luminescence, uHTS. Alkaline phosphatase, tissue-nonspecific isozyme (Homo sapiens), P05186. purified TNAP, CDP-star luminescence, 1 M DEA, 30 min; stronger effect = higher value; 0 = EDTA background, 1 = DMSO-only activity. activation factor at 20 µM. 200,000 tested, under 10 active. AID 1136, 2008;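 active = activation factor at least 2 at 20 µM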
#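 Test system – human TNAP · Doses – 20 µM single point · Incubation – 30 min, room temperature · Signal – luminescent substrate turnover signal · Read-out basis – activation factor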
# L major viab – Leishmania major promastigote growth inhibition, primary screen; inhibition, % at 10 µM; 200,000 compounds, 9% hits; Leishmania major promastigotes, resazurin fluorescence viability; in the data active = inhibition above about 50%;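 note: promastigotes grown with compound for 44 hours at 28 °C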
# Diaph inh CS – diaphorase inhibitors and chemical oxidizers, primary screen, counter-screen for diaphorase-coupled primary assays, biochemical, uHTS, resorufin fluorescence | diaphorase resazurin-to-resorufin fluorescence, NADH, 16 min; bacterial (C. kluyveri) enzyme, not human | inhibition, % at 20 µM | 190,000 compounds, 0.69% hits;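 active = primary screen inhibition at 20 µM above a set limit, cut at about 50% in these data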;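 note: plate controls were DMSO with full reaction for no effect and wells lacking NADH for full effect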
#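 System: Diaphorase enzyme from Clostridium kluyveri | Amount: Enzyme working solution with 0.14 U/mL diaphorase | Benchmarks: No-NADH positive control and DMSO neutral control | Signal: Fluorescence of resorufin formed from resazurin, Ex 544/Em 590 nm | Schedule: 16-min room-temperature incubation before reading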
# The depositor's hits bear a star; x = not tested or not shown; & = joins results of further samples.
SMILES,bIAP inhibitor,bIAP act,TNAP inh hi DEA,PMI act hi M6P,Diaphorase act,PMI activator,TNAP inh noacc,TNAP act hi DEA,L major viab,Diaph inh CS
CN1CCN(CCC(C#N)(c2ccccc2)c2ccccc2)CC1,-1,1,-4,1,0.9,1.1,-5,1,79*,14
CN1CCN(c2nc3ccccn3c(=O)c2C=C2C(=O)N(C)C(=O)N(C)C2=O)CC1,28,0.7,2,1,0.8,1,-9,1,-6,16
COc1ccc(CCNCc2ccncc2)cc1,11,0.9,-6,1.1,0.8,1,-16,1.1,90*,16
CC(C)N1C(=O)CCC1C(=O)N1CCC2(CC1)OCCO2 (stereo not given),9,0.9,-7,1,1,1,-12,1.1,-7,4
O=C(Cn1ncc2ccccc21)N1CCC2(CC1)OCCO2,-1,1,-3,1,0.9,0.9,-6,1,-7,9
O=C(COc1ccc(Br)cc1)N1CCN(C2CCCC2)CC1,-2,1,0,1,1,1,-5,1,93*,3
O=C1C2CCN(CC2)C1Cc1ccccc1O (stereo not given),3,1,-5,1,1,1.1,5,1.1,-6,-3
CC1=CC(=C2C(=O)NC(=S)NC2=O)C=C(C(F)(F)F)N1C,28,0.7,-1,1.1,0.9,1,-9,1,8,12
CC1CCCC(C2(O)C(=O)Nc3ccccc32)C1=O (stereo not given),13,0.9,-1,0.8,0.8,0.8,-5,1,0,15
CN(C)C(Cc1ccccc1)C(=O)c1ccccc1 (stereo not given),2,1,0,1,1,1.1,-2,1,-1,2
O=C(C1CC(=O)N(C2CCCCC2)C1)N1CCC2(CC1)OCCO2 (stereo not given),-8,1.1,1,1,0.9,0.9,-2,1,5,12
COc1ccc(-n2c(O)c(C=Nc3c(C)n(C)n(-c4ccccc4)c3=O)c(=O)[nH]c2=O)cc1,3,1,-1,0.9,0.9,1,-2,1,0,11
CCOC(=O)C1=C(C)OC(N)=C(C(=O)OCC)C12C(=O)Nc1ccc(Br)cc12 (stereo not given),-10,1.1,-1,0.9,0.9,0.9,-2,1,51*,13
N/C(=N\[N+](=O)[O-])NCCCC(NC(=O)CNC(=O)c1ccccc1)C(=O)O (stereo not given),2,1,-9,0.9,0.8,1,-15,1.1,-2,18
COc1ccc(OCC(=O)N2CCN(C3CCC(c4ccccc4)CC3)CC2)cc1 (stereo not given),36,0.6,-9,1,0.8,1.1,-9,1.1,60*,18

# Nothing new here: entries from further up.
SMILES,bIAP inhibitor,bIAP act,TNAP inh hi DEA,PMI act hi M6P,Diaphorase act,PMI activator,TNAP inh noacc,TNAP act hi DEA,L major viab,Diaph inh CS
O=C(C1CC(=O)N(C2CCCCC2)C1)N1CCC2(CC1)OCCO2 (stereo not given),-8,1.1,1,1,0.9,0.9,-2,1,5,12
COc1ccc(-n2c(O)c(C=Nc3c(C)n(C)n(-c4ccccc4)c3=O)c(=O)[nH]c2=O)cc1,3,1,-1,0.9,0.9,1,-2,1,0,11
CCOC(=O)C1=C(C)OC(N)=C(C(=O)OCC)C12C(=O)Nc1ccc(Br)cc12 (stereo not given),-10,1.1,-1,0.9,0.9,0.9,-2,1,51*,13
N/C(=N\[N+](=O)[O-])NCCCC(NC(=O)CNC(=O)c1ccccc1)C(=O)O (stereo not given),2,1,-9,0.9,0.8,1,-15,1.1,-2,18
COc1ccc(OCC(=O)N2CCN(C3CCC(c4ccccc4)CC3)CC2)cc1 (stereo not given),36,0.6,-9,1,0.8,1.1,-9,1.1,60*,18

# Continued.
SMILES,bIAP inhibitor,bIAP act,TNAP inh hi DEA,PMI act hi M6P,Diaphorase act,PMI activator,TNAP inh noacc,TNAP act hi DEA,L major viab,Diaph inh CS
COc1ccccc1-n1c(Cc2ccccc2)nc2ccccc2c1=O,5,0.9,-6,1,0.8,1,-9,1.1,-1,19
O=C1NC(=O)C(CCc2ccncc2)(CCc2ccncc2)C(=O)N1Cc1ccccc1,2,1,0,1,0.9,0.9,2,1,-5,9
ClCCNc1nc2ccc(Cl)cc2[nH]1,6,0.9,0,1,0.9,0.9,-7,1,28,10
Cc1cc(OCC(=O)Nc2cc(C)nn2-c2ccccn2)c2c3c(c(=O)oc2c1)CCC3,18,0.8,-3,1,0.9,1.1,-12,1,x,12
O=C(N/N=C/c1c(O)n(Cc2ccccc2)c(=O)[nH]c1=O)c1ccccc1O,-4,1,0,1.2,0.7,0.8,25,1,-12,30
C=Cn1ccnc1P(=S)(c1nccn1C=C)c1nccn1C=C,-12,1.1,-5,1,1,1,0,1.1,-3,-3
CC(C)CCn1c(=O)c(C(=O)Nc2ccccc2S(N)(=O)=O)c(O)c2ccccc21,0,1,2,0.9,0.7,0.9,4,1,100*,28
CCC(=O)c1ccc(OC)c(OC)c1,-5,1,-6,1,0.9,1,-17,1.1,-8,10
CCCOP(=O)(O)c1c([N+](=O)[O-])cc(C(F)(F)F)cc1[N+](=O)[O-] (tested in a mixture with another compound),7,0.9,0,1.4,1,1.2,-12,1,-2,4
CCOc1ccc(N=C2SCCCN2C)cc1,-2,1,2,1.1,0.9,0.9,-4,1,-9,9
O=C1NC(c2cccnc2)Nc2sc3c(c21)CCCC3 (stereo not given),6,0.9,-1,0.9,0.8,0.9,-4,1,-3,17
Cc1ccsc1C(=O)C1CCCN(Cc2c(C)nn(C(C)C)c2C)C1 (stereo not given),-2,1,-8,1,1.1,1.1,-6,1.1,11,-13
CC(C)CNC(=O)c1c(N)n(Cc2ccc3c(c2)OCO3)c2nc3ccccc3nc12,0,1,1,0.6,0.7,0.6,-18,1,68*,30
CC(c1ccccc1)n1cncc1C(=O)N1CCCC1=O (stereo not given),10,0.9,-6,1.1,0.9,1.1,-10,1.1,-3,9
COc1cc2c(cc1OC)C(C(=O)N(C)C1CCCCC1)C1CCCCN1C2=O (stereo not given),20,0.8,0,1.1,1,1,-18,1,59*,3
Cc1cccc(NC(=O)CSc2nnc([C@@H](N)Cc3c[nH]c4ccccc34)o2)c1C,-27,1.3,-4,1,1,1,-36,1,-2,0
O=C(COc1ccccc1)N1CCN(CCN2C(=O)c3cccc4cccc(c34)C2=O)CC1,0,1,4,1.1,0.9,1.1,-6,1,58*,10
C[N+]1(C)[C@@H]2CC(OC(=O)[C@H](CO)c3ccccc3)C[C@H]1[C@@H]1O[C@@H]12 (stereo not given in full),-54&10,1.5&0.9,1&-9,1&1.1,1&1,1&1,-5&-14,1&1.1,-8,5&3
COc1ccc(-n2c(O)c(C=NCCCn3ccnc3)c(=O)[nH]c2=O)cc1,4,1,-3,1.1,1,1.1,0,1,-5,4
Cc1cccc(C)c1NC1=NCCCS1,7,0.9,-3,1.1,0.9,1,-13,1,-2,11
Cc1nn(CCC#N)c2c1P(=S)(N1CCCC1)OC(c1ccc(F)cc1)=N2 (stereo not given),-4,1,-7,1,0.8,0.7,-14,1.1,7,17
O=C(Cn1ncc2c3ccccc3n(Cc3ccccc3F)c2c1=O)N1CCC2(CC1)OCCO2,-3,1,-4,0.9,0.8,0.9,-7,1,-6,24
O=C1C2CCCN2C(c2cccs2)N1c1ccccn1 (stereo not given),6,0.9,-4,1,1.1,0.9,-2,1,-3,-6
CN(C(=O)Oc1ccc(C(=O)c2ccc(Cl)cc2)cc1)c1ccccc1,4,1,-1,1,0.9,0.9,-22,1,56*,5
CC1=CC(=O)C2=C(C)CC(O)C3C(C)C(=O)OC3C12 (stereo not given),-6,1.1,-4,1.1,1,1,-13,1,0,0
O=P(O)(O)COc1ccccc1O,-19,1.2,-6,1,1,0.9,-2,1.1,7,3
Cc1ccc(/C=C2\C(=O)NC(=O)N(CCc3ccc(F)cc3)C2=O)o1,2,1,1,1.5,0.9,1.2,0,1,-6,9
CCCCC1C(=O)NC(=S)NC1=O,6,0.9,1,2*,0.9,1.6,-5,1,-7,9
CCC(=NCc1ccco1)c1c(O)n(C2CCCCC2)c(=O)[nH]c1=O,13,0.9,-10,0.9,0.8,1,-11,1.1,60*,23
Cc1ccc(C(=O)O)cc1N=Nc1c(O)[nH]c(=O)[nH]c1=O,3,1,9,1,0.9,1.1,-2,0.9,-5,14
O=C1NC(=O)C(=Cc2ccc(N3CCN(C(=O)c4ccccc4)CC3)c([N+](=O)[O-])c2)C(=O)N1,5,1,3,1.2,0.8,1.1,1,1,-1,15
CCCC(C)C1(CC)C(=O)NC(=Nc2ccccc2OC)NC1=O (stereo not given),6,0.9,2,1,0.9,0.9,-5,1,18,6
CCOP(=O)(OCC)C(O)c1ccc(OC)cc1OC (stereo not given),4,1,-3,1,0.9,1,-20,1,-1,14
CCOC(=O)C1=C(N)Oc2cc(C)oc(=O)c2C12C(=O)N1c3c(cccc32)C(C)CC1(C)C (stereo not given),8,0.9,-5,0.9,0.8,0.9,-9,1.1,2,16
CCCC(C)(COC(N)=O)COC(=O)NC(C)C (stereo not given),17,0.8,-3,1,0.9,1.1,-12,1,-7,7
CN1C(=O)C(=Cc2ccccc2OCCOc2ccc([N+](=O)[O-])cc2)C(=O)N(C)C1=O,-10,1.1,-2,1.3,1,1.3,-4,1,78*,-3
COC(=O)CSC1=NP(=S)(SCC(=O)OC)N2CCCC2=C1C#N (stereo not given),-1,1,-4,1,0.9,1,-12,1,0,7
O=c1[nH]c(=O)n(C2CCCCCC2)c(O)c1C=NCC1CCCO1 (stereo not given),11,0.9,-6,1,0.9,1,-7,1.1,4,15
NP(=O)(OCC(F)(F)F)Oc1cccc2ccccc12 (stereo not given),11,0.9,-1,0.9,0.9,0.9,-12,1,7,9
CC(=O)N1CCN(CC(=O)Nc2ccc(C#N)c(Cl)c2)CC1,1,1,0,1,1,1,-10,1,7,1
O=C(C1CC(c2ccccc2O)=NO1)N1CCC2(CC1)OCCO2 (stereo not given),0,1,-10,1,0.9,1,0,1.1,0,5

# Not all compounds are listed. The share of hits here may be higher or lower than overall.
